Screens from PubChem BioAssay.
PrPC surface inh – inhibitors of human cell surface prion protein PrPC, primary screen, cell-based, TR-FRET. TR-FRET read-out. inhibition, % at 13.8 µM. 0.43% of 370,000 active. AID 720596, 2013; in the data active means inhibition above about 24%; further: 0% = median of the test wells and 100% = reference compound wells
BoNT A protease – BoNT/A light chain protease inhibitors, primary screen, biochemical, flow cytometry, MLPCN library; AID 588499, 2011; Botulinum neurotoxin type A light chain protease (Clostridium botulinum A str. ATCC 3502); 0.17% of 360,000 active; multiplex microsphere protease substrate cleavage; inhibition, % at 10 µM; in the data active means inhibition above about 30%; inconclusive means no clear call, values can overlap the other calls; further: plate controls were buffer without enzyme for full effect and enzyme alone for no effect
CCHF vOTU inh – CCHFV vOTU protease inhibitors, primary screen, biochemical, Pep-AMC substrate, fluorescence; inhibition, % at 11.5 µM; Crimean-Congo hemorrhagic fever virus L polyprotein viral ovarian tumor (vOTU) protease …; AID 651958, 2012; 0.55% of 370,000 active; further: 0% = vehicle wells with enzyme and 100% = no enzyme wells
FadD28 binding – inhibitors of FadD28 bisubstrate probe binding, primary screen, biochemical, fluorescence polarization, single point. Mycobacterium tuberculosis FadD28 fatty-acid-AMP ligase. inhibition, % at 12.5 µM. 0.22% of 360,000 active. AID 588549, 2011; in the data active means inhibition above about 8.5%, passing the limit was not always enough; inconclusive means no clear call, values can overlap the other calls
GDH-TPI inh – GDH-TPI coupling enzyme inhibitors, primary screen, artefact control for M. tuberculosis FBA inhibitor project, biochemical, absorbance, full deck; GDH-TPI coupled enzyme counterscreen, NADH absorbance; inhibition, % at 4.8 µM; 1.2% of 360,000 active;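 further: 0% = DMSO wells and 100% = wells lacking the enzyme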
UGM FP inh – M. tuberculosis UGM enzyme inhibitors, primary screen, biochemical, fluorescence polarization, single point. UDP-galactopyranose mutase (Mycobacterium tuberculosis (strain ATCC 25618 / H37Rv)), …. purified UGM, fluorescence polarization probe displacement. inhibition, % at 10 µM. 0.06% of 320,000 active. AID 504406, 2011; in the data active means inhibition above about 10%, passing the limit was not always enough; inconclusive means no clear call, values can overlap the other calls
Target sequence (P9WIQ1 whole entry, looked up): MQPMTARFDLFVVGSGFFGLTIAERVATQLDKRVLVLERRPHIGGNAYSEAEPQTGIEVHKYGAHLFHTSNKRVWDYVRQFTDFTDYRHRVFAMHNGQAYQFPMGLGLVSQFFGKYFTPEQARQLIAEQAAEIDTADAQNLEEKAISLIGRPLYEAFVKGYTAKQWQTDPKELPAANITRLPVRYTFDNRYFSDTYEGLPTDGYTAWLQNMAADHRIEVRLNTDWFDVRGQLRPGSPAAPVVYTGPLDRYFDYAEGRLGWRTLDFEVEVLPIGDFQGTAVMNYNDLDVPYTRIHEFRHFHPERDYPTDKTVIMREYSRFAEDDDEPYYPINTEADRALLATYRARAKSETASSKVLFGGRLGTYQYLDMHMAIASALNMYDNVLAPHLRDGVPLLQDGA
BoNT-F LC inh – BoNT/F light chain protease inhibitors, primary screen, biochemical, flow cytometry, MLPCN library; Multiplex microsphere protease cleavage assay; 0.22% of 360,000 active; inhibition, % at 10 µM; Botulinum neurotoxin type F light chain protease (Clostridium botulinum); in the data active means inhibition above about 35%, passing the limit was not always enough; inconclusive means no clear call, values can overlap the other calls; further: plate controls were buffer without enzyme for full effect and enzyme alone for no effect
FBA Mtb inh – Mtb FBA enzyme inhibitors, primary screen, biochemical, fluorescence, strain H37Rv | 2.3% of 360,000 active | purified M. tuberculosis FBA, fluorescence read-out | inhibition, % at 1 µM | AID 588726, 2011 | Fructose-bisphosphate aldolase (Mycobacterium tuberculosis (strain ATCC 25618 / H37Rv)), …; in the data active means inhibition above about 27%;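 further: 0% = vehicle and 100% = reference inhibitor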
Target sequence (P9WQA3 whole entry, looked up): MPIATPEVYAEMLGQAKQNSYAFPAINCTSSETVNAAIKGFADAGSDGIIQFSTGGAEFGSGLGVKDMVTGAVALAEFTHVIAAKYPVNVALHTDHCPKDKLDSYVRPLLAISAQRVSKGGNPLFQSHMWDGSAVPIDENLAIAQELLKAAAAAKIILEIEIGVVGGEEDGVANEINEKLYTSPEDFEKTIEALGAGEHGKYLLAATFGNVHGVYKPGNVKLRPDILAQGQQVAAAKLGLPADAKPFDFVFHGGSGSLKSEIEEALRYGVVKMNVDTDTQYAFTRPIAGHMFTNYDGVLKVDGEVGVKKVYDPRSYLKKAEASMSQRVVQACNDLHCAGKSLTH
Mtb BioA inh – M. tuberculosis BioA enzyme inhibitors, primary screen, biochemical, plate reader, single point, HTS | 7,8-diaminopelargonic acid synthase BioA (Mycobacterium tuberculosis) | purified M. tuberculosis BioA enzyme | inhibition, % at 9.99 µM | 0.096% of 360,000 active | AID 602481, 2012; in the data active means inhibition above about 40%; inconclusive means no clear call, values can overlap the other calls
* marks the source's active call; other numbers are inactive results; ? = inconclusive; / = no result given; & = joins results of further samples; ! = not confirmed by another sample. Unless noted, no stated cut-off is given here; in the data, active means inhibition above about 30%; inactive means the rest. No enrichment for hits, and some 4.8% of all compounds hit somewhere here.

SMILES	PrPC surface inh	BoNT A protease	CCHF vOTU inh	FadD28 binding	GDH-TPI inh	UGM FP inh	BoNT-F LC inh	FBA Mtb inh	Mtb BioA inh
CCS(=O)(=O)c1ccc2oc(Nc3ccc(OC)c(OC)c3)nc2c1	-8	0.1	-1	0.8	-4	0.9	-1	-1	15
C=CC1CN2CCC1CC2C(O)c1ccnc2ccccc12 (stereo not drawn)	-4	0.0	-7	-1.2	17	/	-14	6	-1.4
COc1cc(C)c(S(=O)(=O)N2CCCC2)cc1C(C)C	2	0.2	1	0.7	-3	-2.5	1	6	/
Cc1cccnc1NC(=O)C1c2ccccc2Oc2ccccc21	1	-0.6	-8	-1.0	9	-2.0	-10	0	-3.1
O=C1OCc2ccc(NC(=O)C3CC3)cc21	0	0.3	-14	-1.5	6	2.3	-1	3	1.9
NS(=O)(=O)c1ccc(N2CCCC2=O)c([N+](=O)[O-])c1	-13	-2.1	-7	-0.6	1	0.8	-14	0	/
CCOC(=O)N1CCC(NS(=O)(=O)c2cc3c(cc2C)NC(=O)CO3)CC1	-4	-1.0	-9	-1.6	15	0.9	-5	-3	-1.4
CC(C)(C)OC[C@H](NC(=O)c1[nH]cnc1C(=O)Nc1ccccc1F)C(=O)OC(C)(C)C	5	-0.4	35*	-2.8	-3	/	-4	-2	-0.9
Cc1cc(C)cc(N(CC(=O)NC2CCC(C)CC2)S(=O)(=O)c2c(C)[nH]c(=O)[nH]c2=O)c1 (stereo not drawn)	-1	1.2	-6	-4.3	18	-0.9	0	1	0.1
CC1(C)CC(=O)C(C=Nc2ccc3c(c2)OCO3)=C(O)C1	3	-3.5	2	-1.6	54*	-0.9	-25	1	/
O=C1C=C(NCc2ccco2)C2(CCCCC2)O1	-1	-0.6	19	-2.6	-2	-2.5	-1	0	-2.3
N#C/C=C/C(=C\Nc1ccc(Cl)cc1)S(=O)(=O)c1ccccc1	7	-3.6	3	2.9	18	-1.0	0	5	8.8
COc1cccc(C(=O)N2CCN(c3nc4cc(C)cc(C)c4cc3C#N)CC2)c1	5	2.8	4	-4.2	3	/	-4	9	/
O=C(Cc1ccccc1)NCC(=O)OCC(=O)c1ccc(OC(=O)c2ccccc2)cc1	3	0.6	-1	-0.9	14	-6.2	0	0	1.4
CC(C)c1[nH]nc2c1C(c1ccco1)C(C#N)=C(N)O2 (stereo not drawn)	-3	-1.7	3	-2.5	5	2.1	-2	5	-2.4
O=C(/C=C/c1ccc(O)cc1)c1ccc(O)cc1O	4	-0.1	8	-1.7	18	-0.9	-11	-4	1.4
CCC(=O)c1c[nH]c(C(=O)NCCCN2CCOCC2)c1	3	0.1	-3	-2.3	-1	-1.6	-4	-2	11
COc1cc(/C=N/NC(=O)c2cc(C3CC3)[nH]n2)cc(OC)c1OC	-10	-1.6	5	-3.5	6	2.9	-7	0	2.0
O=C(CCN1C(=O)c2ccccc2C1=O)N1CCN(C(=O)c2ccccc2)CC1	-2	0.4	1	1.2	2	9.3	2	2	-0.6
Cc1ncoc1C(=O)N1CCCC(C(=O)c2cccc3ccccc23)C1 (stereo not drawn)	-5	-0.5	-1	-4.5	-6	4.4	8	1	/
COc1ccc(C(O)c2ncc(-c3cccc(F)c3)[nH]2)cc1F (stereo not drawn)	-2	-0.6	-9	-2.2	-6	/	-7	2	0.1
N#Cc1ccccc1OCc1cn(CC(=O)c2ccc(O)cc2)nn1	-2	0.0	3	-1.4	9	/	-3	-1	-0.8
C=Cc1c(C)c2cc3[nH]c(cc4nc(cc5nc(cc1[nH]2)C(C)=C5CCC(=O)O)C(CCC(=O)O)=C4C)c(C)c3C=C	-12	43*!	19	43*!	6&9	-3.2&-0.9	-9&8	1&-6	0.8&5.8
CCOC(=O)NC(NC(=S)Nc1ccccc1[N+](=O)[O-])C(Cl)(Cl)Cl (stereo not drawn)	-2	-1.1	-7	-2.6	10	0.3	-10	-1	-0.3
COc1cc(-c2nc(C(=O)NC3CCCCC3)cc3c2[nH]c2ccccc23)cc(OC)c1OC	11	-0.4	-6	-2.5	10	1.6	-2	8	-0.5
COc1cccc(OCc2cc(/C=N/NC(=O)c3ccn[nH]3)ccc2OC)c1	3	0.7	11	-9.6	22	-2.5	-10	0	-1.1
CCN(CC)S(=O)(=O)c1cccc(NC(=O)c2cncc(Br)c2)c1	-4	-1.1	3	-1.7	3	-1.7	-5	-6	/
CCOc1ccc(CC(=O)Nc2c(C(=O)Nc3ccccc3)oc3ccccc23)cc1OCC	4	0.6	-6	-1.3	17	-1.2	-10	2	0.0
CC(C)COCC(CN(Cc1ccccc1)c1ccccc1)N1CCCC1 (stereo not drawn)	9	0.4	5	0.1	5	2.3	-4	3	0.6
O=C(NCCN1CCOCC1)C(=O)c1c[nH]c2ccccc12	4	-0.7	-12	-0.3	27	-1.4	-2	-4	0.2
Nc1c(C(=O)c2ccccc2)sc2c1c(=O)[nH]c(=O)n2-c1ccccc1	-21	-0.1	11	-2.7	16	-1.7	-13	-6	-1.0
c1ccc(Nc2cc(-c3ccccc3)nc3ncnn23)cc1	0	?	5	-1.6	16	-0.5	-5	0	/
COc1ccc(NC(=O)c2cccc3c(-c4cccnc4)coc23)cc1	10	-0.2	-3	-1.9	16	/	-9	0	2.2
CCSc1nc2nc(C)cc(C)n2n1	0	-0.4	13	-1.2	0	3.3	11	3	-1.2
C#CCOCCOCCOCCNc1nc(N2CCN(C(=O)[C@H](CCCN=C(N)N)n3cc(C(N)[C@@H](C)CC)nn3)CC2)nc(N2CCN(C(=O)[C@H](CCC(=O)O)n3cc([C@@H](N)CO)nn3)CC2)n1 (stereo partly drawn)	-9	-0.9	-1	1.0	5	-1.8	-7	0	2.8
C=CCNC(=S)Nc1c(C(=O)OC)[nH]c2cc(OC)ccc12	2	1.2	-7	-1.1	2	0.2	13	4	-1.9
COc1ccc(C2C(=O)N(CCc3ccccc3)CC(=O)N2C2CCCCC2)cc1 (stereo not drawn)	-5	-3.3	-1	-1.6	-3	4.1	-6	-4	-0.2
CN1CCN(C(=O)COc2ccc(S(=O)(=O)NC3CCCCC3)cc2Cl)CC1	-1	1.3	6	-3.8	15	-3.5	3	3	0.8
COc1ccc(Cl)c2sc(N3CCN(C(=O)c4ccco4)CC3)nc12	-3	4.6	0	-0.2	4	2.0	?	3	/
CC(C)c1ccccc1NC(=O)COC(=O)CCN1C(=O)/C(=C\C=C\c2ccccc2)SC1=S	-8	40*	-9	0.3	12	-0.4	6	-3	/
COc1ccc(OC)c2[nH]c(=O)c(CCNC(=O)c3ccc(Br)o3)cc12	-7	0.7	12	-1.3	11	0.9	2	2	1.2
COCc1cc(=O)[nH]c(/N=C(\N)Nc2ccc(Cl)c(Cl)c2)n1	6	-8.4	-10	-3.3	-2	-3.0	-57	-1	-1.4
O=C(c1cccc(Cl)c1)N1CCC2CC1c1cc(-c3ccc(F)cc3)ccc12 (stereo not drawn)	-4	-0.1	20	-0.3	-3	/	-3	1	-0.3
COc1cccc(CC(=O)NN2C(=O)NC3(CCCCC3)C2=O)c1	1	0.2	-9	0.6	1	1.1	13	5	-0.2
O=C(/C=C/c1ccc([N+](=O)[O-])cc1)NCCOc1ccc(F)cc1	-9	-1.4	0	-0.9	4	0.3	-4	3	/
Cc1ccc(F)cc1NC(=O)N1CCCN(c2ccc(C(F)(F)F)cn2)CC1	7	3.6	1	-4.6	-3	-1.9	?	1	-1.6
COc1ccc(C(=O)c2cc3cccc(OC)c3o2)cc1	5	-0.3	9	-2.4	11	-1.8	-6	0	/
Cc1cc(NC(=O)CSc2nnc(C(C)N(C)C)n2-c2ccc(F)cc2)no1 (stereo not drawn)	-6	0.2	-6	-2.4	-1	1.9	4	2	/
C[C@H](CO)N1C[C@H](C)[C@@H](CN(C)Cc2ccc(C(=O)O)cc2)Oc2ncc(-c3ccc(C(=O)N(C)C)cc3)cc2C1=O	-9	-0.3	6	-0.2	1	/	-9	0	-0.9&-2.3&-2.2
COC(=O)NNC(=O)c1ccc(C)cc1	-7	0.3	-1	-1.6	-7	2.3	-3	0	0.2

Carrying on:
SMILES	PrPC surface inh	BoNT A protease	CCHF vOTU inh	FadD28 binding	GDH-TPI inh	UGM FP inh	BoNT-F LC inh	FBA Mtb inh	Mtb BioA inh
COc1ccc(CNC(=O)CCCC(=O)Nc2cccc(Br)c2)cc1	0	-0.2	10	-1.8	13	1.0	-7	-2	-1.6
CCN(CC(=O)Nc1c(F)cccc1F)C(=O)/C=C/c1c(C)nn(-c2ccc(F)cc2)c1C	-2	-1.3	18	-2.8	6	-1.0	20	-5	0.9
Cc1cc(F)ccc1-c1cc(C(=O)NC2CCCCC2)[nH]n1	11	-0.4	6	-1.3	2	/	1	-3	-0.1
Cn1nnnc1Sc1ncnc2scc(-c3ccccc3Cl)c12	-5	-0.1	-1	-8.6	9	0.5	-2	2	-1.7
Cc1nn(-c2ccc(N3CCOCC3)nn2)c(C)c1CCC(=O)Nc1ccccc1	0	-1.6	4	-2.5	2	1.6	-3	-3	0.1
Cc1cccc(Nc2nc(N)nc(CN3CCN(c4ccccc4F)CC3)n2)c1	-1	0.2	8	-0.7	2	-2.6	13	-1	0.9
COc1cc(NC(=O)CN(C)Cc2cccc(F)c2)c(C)cc1[N+](=O)[O-]	6	-0.4	-4	-3.3	6	1.5	-3	1	/
COC(=O)[C@@]1(C)[C@H]2C(=O)N(C)C(=O)[C@H]2[C@H]2CN(C)C(=NC3CCCCC3)N21	3	-0.2	13	-2.6	-5	/	-8	0	-0.2
O=C(C[C@H]1C(=O)N(Cc2ccccc2)C[C@@H]1c1ccc(Br)cc1)Nc1ccc(Br)cc1	-1	-0.3	13	-4.2	0	/	-7	-1	/
COc1ccc(C2=NCCNC(C(F)(F)F)=C2)cc1	6	-0.1	3	0.2	23	-0.2	-1	-4	/

3 entries from above, with two lines to a compound.
Order of results: PrPC surface inh, BoNT A protease, CCHF vOTU inh, FadD28 binding, GDH-TPI inh, UGM FP inh, BoNT-F LC inh, FBA Mtb inh, Mtb BioA inh
Cc1nn(-c2ccc(N3CCOCC3)nn2)c(C)c1CCC(=O)Nc1ccccc1
    0, -1.6, 4, -2.5, 2, 1.6, -3, -3, 0.1
Cc1cccc(Nc2nc(N)nc(CN3CCN(c4ccccc4F)CC3)n2)c1
    -1, 0.2, 8, -0.7, 2, -2.6, 13, -1, 0.9
COc1cc(NC(=O)CN(C)Cc2cccc(F)c2)c(C)cc1[N+](=O)[O-]
    6, -0.4, -4, -3.3, 6, 1.5, -3, 1, /

Next part:
SMILES	PrPC surface inh	BoNT A protease	CCHF vOTU inh	FadD28 binding	GDH-TPI inh	UGM FP inh	BoNT-F LC inh	FBA Mtb inh	Mtb BioA inh
Cc1cc2nc(C)n(CCCNC(=O)Nc3cccc4ccccc34)c2cc1C	-2	0.2	-1	0.4	0	-2.4	5	9	/
COc1ccc(NC(=O)CCN2CCCC2)c(OC)c1	2	0.7	3	0.3	7	2.8	17	-6	0.1
CC(C)(C)NC(=O)COC(=O)CCC(=O)c1ccc(Cl)cc1	-4	-0.5	-3	-0.5	-5	-0.2	6	1	/
Nc1nonc1-n1nnc(C(=O)N/N=C/c2ccccc2Cl)c1CN1CCOCC1	4	-1.6	10	-1.8	9	-0.9	-2	0	2.6
COc1cccc(C(C)NC(=O)Nc2cccc(C(F)(F)F)c2)c1 (stereo not drawn)	5	0.6	-6	-2.9	12	-0.1	6	-2	/
Cc1ccc(S(=O)(=O)N2CCC(C(=O)N[C@H](C(=O)NCc3ccco3)C(C)C)CC2)cc1	-3	-2.2	-6	-0.9	0	-3.0	-4	2	-1.4
